Compound activity deposited in PubChem BioAssay by Johns Hopkins Ion Channel Center.
ANO1 block: mouse TMEM16A channel inhibition, primary screen | Q8BHY3 | HEK293 TMEM16A/YFP iodide influx fluorescence, ionomycin | normalized B-score (activity score, 25-100; higher = stronger inhibition) at 10 µM | 310,000 tested, 1.2% active;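 active = ratio plate-corrected score three or more library SD toward inhibition, starting fluorescence score within five deviations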;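 note: score derived from kinetic fluorescence span divided by baseline fluorescence per well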
RGS4 pot: potentiators or activators of RGS4; HEK293 M3R/inducible RGS4, carbachol calcium flux Fluo4; active compounds read low; B-score at 10 µM; 310,000 tested, 0.92% active;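 active = B-score of the integrated calcium signal more than 4 SD below the library mean, with starting fluorescence not abnormally high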;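 note: negative B-score means reduced calcium response which marks RGS4 activation or potentiation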
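System – HEK293 FlpIn-TREx cells, stable M3R, doxycycline-inducible RGS4 · Reagent – ECmax carbachol challenge · Times – compound preincubation 20 min at room temperature before agonist · Technique – Fluo4 fluorescence kinetic imaging of calcium · Measure – B score of integrated Fluo4 ratio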
MrgX1 ag: agonists of human MrgX1 receptor; 310,000 tested, 0.44% active; MrgX1-HEK293 cells, Fluo-4 calcium fluorescence, agonist mode; active compounds read high; B-score at 10 µM;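 active = calcium response B-score plate-corrected fluorescence ratio at least 3 library SD, with starting fluorescence B-score inside 5 SD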
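Material: MrgX1-expressing HEK293 cells / Dosing: compound as first of three additions / Incubation: overnight seeding, then 1 h dark dye loading / Signal: Fluo-4 NW calcium fluorescence / Evaluation: B-scored fluorescence response ratio / Benchmarks: positive and negative control wells on each plate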
RGS4 block: human RGS4 inhibition. P49798. HEK293 M3R/RGS4 inducible, Fluo-4 calcium flux; active compounds read high; triggered by carbachol at its EC20. 310,000 tested, 0.45% active. B-score at 10 µM;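 active = B-score, a plate-corrected calcium signal, over three deviations above library mean, with baseline fluorescence within five deviations of library mean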;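 note: RGS4 expression induced by doxycycline in cells with stable M3 receptor; B-score is computed from the integrated fluorescence ratio over baseline after carbachol; higher B-score means a larger calcium signal and so more RGS4 inhibition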
KCNQ1 block: human KCNQ1 channel inhibition; CHO-K1 KCNQ1, FluxOR thallium flux fluorescence; active compounds read high; 310,000 tested, 1.3% active; P51787; B-score at 10 µM;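 active = compounds whose thallium flux B-score, printed positive for inhibition, exceeds three library SD while starting fluorescence stays within three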;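 note: channel opened by potassium depolarization with thallium stimulus after 20 min compound exposure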
KCNQ1 pot: potentiates or activates the human KCNQ1 potassium channel | CHO-K1 KCNQ1, thallium flux FluxOR fluorescence; active compounds read high | B-score at 10 µM | 310,000 tested, 0.35% active | AID 2648;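 active = fluorescence ratio B-score, a plate-corrected score, at least three library SD, with initial intensity B-score within 5 SD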
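assay system = CHO-K1 cells stably expressing KCNQ1 | medium = assay buffer, equal DMSO in all wells | timing = 37 °C overnight plating, 90-min dark dye load, 20-min compound pretreatment | measured by = kinetic FluxOR thallium fluorescence, 10-s 1-Hz baseline, 110-s post-stimulus read | measure = fluorescence change relative to baseline, converted to B score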
hERG protect: hERG (human) protection from proarrhythmic block; CHO-hERG, FluxOR thallium flux, dofetilide IC70 present; 310,000 tested, 0.51% active; Q12809; activation (rescue from dofetilide block), less the hit threshold, % at 10 µM;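 active = activation above the mean of controls blocked by dofetilide plus 5 SD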;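 note: thallium influx through hERG after potassium depolarization seen as dye fluorescence rise; in these data hits start at about 4.7%; inactives centre near -7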
Target sequence (Q12809 whole entry, looked up): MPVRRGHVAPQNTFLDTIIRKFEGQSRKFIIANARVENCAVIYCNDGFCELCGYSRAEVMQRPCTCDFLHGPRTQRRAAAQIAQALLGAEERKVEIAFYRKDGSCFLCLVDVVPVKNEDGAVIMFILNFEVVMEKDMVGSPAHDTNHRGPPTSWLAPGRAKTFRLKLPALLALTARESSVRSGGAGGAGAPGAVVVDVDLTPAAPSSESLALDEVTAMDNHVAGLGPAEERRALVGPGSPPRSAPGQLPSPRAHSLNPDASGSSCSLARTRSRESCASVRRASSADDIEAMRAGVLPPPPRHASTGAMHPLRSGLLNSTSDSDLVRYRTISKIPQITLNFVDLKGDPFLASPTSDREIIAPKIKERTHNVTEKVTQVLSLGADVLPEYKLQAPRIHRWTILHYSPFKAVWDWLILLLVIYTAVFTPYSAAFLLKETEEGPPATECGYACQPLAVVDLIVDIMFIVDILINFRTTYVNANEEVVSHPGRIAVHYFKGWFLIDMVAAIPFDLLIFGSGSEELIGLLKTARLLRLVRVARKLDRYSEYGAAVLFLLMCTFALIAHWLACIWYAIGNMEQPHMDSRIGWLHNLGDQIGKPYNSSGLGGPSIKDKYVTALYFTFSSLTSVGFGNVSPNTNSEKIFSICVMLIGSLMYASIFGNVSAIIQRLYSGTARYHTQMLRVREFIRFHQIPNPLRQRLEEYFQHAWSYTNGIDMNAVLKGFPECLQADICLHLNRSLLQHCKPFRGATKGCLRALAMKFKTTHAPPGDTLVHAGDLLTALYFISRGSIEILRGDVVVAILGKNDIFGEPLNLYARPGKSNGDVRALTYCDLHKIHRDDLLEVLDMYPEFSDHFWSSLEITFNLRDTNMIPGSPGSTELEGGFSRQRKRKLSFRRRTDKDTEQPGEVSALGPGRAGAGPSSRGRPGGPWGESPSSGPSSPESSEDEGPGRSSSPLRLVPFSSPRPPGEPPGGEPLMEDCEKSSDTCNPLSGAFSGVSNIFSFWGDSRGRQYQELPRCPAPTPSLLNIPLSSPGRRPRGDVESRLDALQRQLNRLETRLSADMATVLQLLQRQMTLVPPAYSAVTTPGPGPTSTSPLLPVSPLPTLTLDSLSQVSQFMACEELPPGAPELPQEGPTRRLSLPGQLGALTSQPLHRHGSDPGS
MrgX1 allo act: allosterically activates human MrgX1 receptor signaling | Q96LB2 | MrgX1-HEK293, Fluo-4 calcium flux, FDSS; active compounds read high | B-score at 10 µM | 310,000 tested, 0.63% active | AID 588675;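 active = plate-corrected calcium response at least 3 library SD above typical, normal starting fluorescence, not activating the receptor alone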;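 note: compound read alongside a low EC10 to EC30 dose of BAM8-22 agonist; peak minus trough fluorescence over baseline measured at the second addition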
KCNK3 inh: human KCNK3 channel inhibition, primary screen; O14649; CHO-KCNK3 thallium flux, FluxOR fluorescence; active compounds read low; B-score at 10 µM; 340,000 tested, 0.84% active; AID 602410;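 active = B-score under library mean minus 4 SD, starting fluorescence ratio at most library mean plus 5 SD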;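 note: more negative B-score means stronger inhibition of thallium flux through KCNK3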
TMEM16A act: mouse TMEM16A channel activation, primary screen; Q8BHY3; 340,000 tested, 0.3% active; HEK293 TMEM16A/YFP-H148Q/I152L, iodide quench fluorescence; active compounds read low; B-score at 10 µM;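 active = fluorescence-ratio B-score plate-corrected deviation score at least 3 library SD below zero, with starting fluorescence score within 5 deviations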;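 note: channel opened by trigger with iodide after compound preincubation; score built on the fluorescence ratio of max minus min over baseline; more negative score means more quench and so TMEM16A activation or potentiation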
KCNK9 block: human KCNK9 channel inhibition; Q9NPC2; HEK293 KCNK9, FluxOR thallium flux fluorescence; active compounds read low; B-score at 10 µM; 310,000 tested, 1.2% active; AID 488922;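 active = ratio B-score over 3 SD below the library mean, with starting fluorescence within 5 SD of its mean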;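 note: negative B-score means less thallium flux so channel inhibition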
An asterisk follows results filed as active; i = inactive; . = not tested or not shown. No enrichment for hits; 6.3% or so of the library scored in one or more.

SMILES,ANO1 block,RGS4 pot,MrgX1 ag,RGS4 block,KCNQ1 block,KCNQ1 pot,hERG protect,MrgX1 allo act,KCNK3 inh,TMEM16A act,KCNK9 block
COc1ccc(OC)c(NC(=O)CSc2nnc(CNC(=O)c3ccco3)o2)c1,i,i,i,i,i,i,-1.8,i,i,.,i
CN(C)S(=O)(=O)c1cccc(C(=O)c2nccn2C)c1,i,i,i,i,i,i,-9.3,i,i,i,i
C=CCn1c(SCC(=O)NCc2ccccc2)nnc1-c1cc(Br)ccc1O,i,i,i,i,i,i,-18.6,i,i,i,i
CCC(C)(C)NC(=O)Cc1ccc(Cl)cc1,i,i,i,i,i,i,-4.8,i,i,i,i
Cc1cc(C)c(C)c(S(=O)(=O)N2CCC(C(=O)Nc3ccccc3N3CCOCC3)CC2)c1C,i,i,i,i,i,i,0.1,i,i,i,i
O=C(Nc1ncc(Cc2cccc(Cl)c2)s1)C1=NCCN1,i,i,i,i,i,i,-2.9,i,i,i,i
N=c1n(CC(=O)c2cccc([N+](=O)[O-])c2)c2ccccc2n1Cc1ccccc1,i,i,i,i,i,i,-18.2,i,i,i,i
Cc1cccc(N2CCN(C(=O)Cc3ccc(-n4c(=O)[nH]c5ccsc5c4=O)cc3)CC2C)c1 (centres undefined),i,i,i,i,i,i,-10.7,i,i,i,i
COc1ccc(C(=O)OCC(=O)NC2CCCC2)c(OC)c1,i,i,i,i,i,i,-6.2,i,i,i,i
COc1ccccc1N1CCN(/N=C/c2cc(Br)ccc2F)CC1,i,i,i,i,9*,i,-2.8,i,i,i,i
CC(C)(C)C(=O)[C@@H]1[C@@H]2C(=O)N(C3CCCCC3)C(=O)[C@@H]2[C@H]2c3ccccc3C=CN12,i,.,i,.,.,.,.,7.01*,i,i,.
O=C(CSc1nnc(NC(=O)c2ccco2)s1)NC1CCCCC1,i,i,i,i,i,i,-13.1,i,i,i,i
O=C(Nc1ccc(Cl)cc1)Nc1cnccn1,i,i,i,i,i,i,-7.7,i,i,i,i
CCNS(=O)(=O)c1ccc(CCC(=O)Nc2cc(Cl)ccc2Oc2ccccc2)cc1,i,i,i,i,i,i,-11.3,i,i,i,i
CCOC(=O)Cn1c(S(=O)(=O)Cc2ccccc2Cl)nc(-c2ccccc2)c1-c1ccccc1,i,i,i,i,i,i,-10.9,i,i,i,i
O=C(NCC1CCCN(C(=O)c2cscn2)C1)c1ccccc1Cl (centres undefined),i,i,i,i,i,i,-3.4,i,i,i,i
COc1ccc(CNC(=O)CN(C(=O)c2cc3sccc3n2C)C2CCCC2)cc1,i,i,i,i,i,i,-7.6,i,i,i,i
O=C(Nc1cccc(O)c1)C1CC(c2cccc(Br)c2)=NO1 (centres undefined),i,i,i,i,i,i,-5.4,i,i,i,i
O=C(COC(=O)c1cccs1)Nc1ccccc1[N+](=O)[O-],i,i,i,i,i,i,-11.8,i,i,i,i
CCn1cc(/C=N\NC(=O)C2(C)CC2(Cl)Cl)c(C)n1 (centres undefined),i,i,i,i,i,i,-11.7,i,i,i,i
CCCOC(=O)CSc1nc(N2CCOCC2)c2c(c1C#N)CC(C)(C)OC2,i,i,i,i,i,i,-10.5,i,i,i,i
CCc1cc(C(=O)NNC(=O)CCl)sc1C,i,i,i,i,i,i,-1.3,i,i,i,i
Cc1ccc(CNC(=O)CCS(=O)(=O)c2cc(Br)cc3c2N(C(=O)C2CC2)CC3)o1,i,i,i,i,i,i,-7.5,i,i,i,i
Cc1nc(-c2ccccc2)cs1,i,i,i,i,i,i,-13.1,i,i,i,i
CN1CCN(C(CNC(=O)C(=O)NC2CCCCC2)c2ccc(F)cc2)CC1 (centres undefined),i,i,i,i,i,i,-13.8,i,i,i,i
O=C(CSCc1ccccc1)N1CCc2ccccc21,i,i,i,i,i,i,-6.2,i,i,i,i
Nc1nc(Nc2cccc(F)c2)nc(NCc2ccco2)c1[N+](=O)[O-],i,i,i,i,i,i,-8.2,i,i,i,i
CCOc1ccccc1-n1c(SCC(=O)NC(C)(C)C)nnc1-c1ccoc1C,i,i,i,i,i,i,-7.1,i,i,i,i
CC(=O)Nc1ccc(NC(=O)CSc2nc3c([nH]c4ccccc43)c(=O)n2-c2ccccc2F)cc1,i,i,i,i,i,i,-8.1,i,i,i,i
COc1cccc(/C=C2\SC(=S)N(CCCC(=O)NC3=NCCS3)C2=O)c1,i,i,i,i,i,i,-5.2,i,i,i,i
Cc1cccc(-n2c(=S)[nH]c3sc4c(c3c2=O)CCc2ccccc2-4)c1,.,i,.,i,i,8*,3.4,.,i,i,i
COc1ccc(NS(=O)(=O)c2ccc(C(=O)N3CCN(Cc4ccccc4)CC3)cc2)cc1,25*,i,i,i,i,i,-26.6,i,i,i,i
O=C(NNC(=O)c1ccccc1F)c1cccs1,i,i,i,i,i,i,-6.3,i,i,i,i
Cc1ccc(C(=O)N2CCCC(Nc3cccc(F)c3)C2)cc1N1CCNC1=O (centres undefined),i,i,i,i,i,i,-8.0,i,i,i,i
COc1ccc(C(=O)N2CCC(O)(c3ccc(Cl)cc3)CC2)cc1OC,i,i,i,i,i,i,-5.7,i,i,i,i
Cc1cccc(N2CCN(C(=O)CCCSc3nc4ccccc4[nH]3)CC2)c1C,i,i,i,i,i,i,-14.7,i,i,i,i
O=C(N/C(=C/c1ccco1)C(=O)N1CCCCCC1)c1ccccc1,i,i,i,i,i,i,-5.8,i,i,i,i
O=c1oc(-c2cccnc2)nc2ccccc12,i,i,i,i,i,i,-8.0,i,i,i,i
CC(=O)C(C(C)=O)C1(O)C(=O)c2ccccc2C1=O,i,i,i,i,i,i,-3.5,i,i,i,i
COCCN(C(=O)CSc1nnc(-c2ccc(Cl)cc2)o1)c1c(N)n(CC(C)C)c(=O)[nH]c1=O,i,i,i,i,i,i,-5.6,i,i,i,i
CCCCCCCCn1cnc2c(N)c(C)c(C)cc21,i,i,i,i,i,i,-7.2,i,i,i,i
COc1cc(C(=O)N/N=C/c2ccc(OC(=O)c3cccc(C)c3)c(OC)c2)ccc1O,i,-7.06*,i,i,8*,i,-21.3,i,-8.73*,i,i
CCC/C=N/NC(=O)c1cc(-c2ccccc2)nc2ccccc12,i,i,i,i,i,i,-12.2,i,i,i,i
C=CCn1c(SCC(=O)NC(=O)NC)nnc1C1CCCCC1,i,i,i,i,i,i,2.2,i,i,i,i
COCCNS(=O)(=O)c1cc(C)c(C)cc1C,i,i,i,i,i,i,-8.9,i,i,i,i
COc1ccc(NC(=O)CCCn2c(=O)oc3ccccc32)cc1Cl,i,i,i,i,i,i,-5.3,i,i,i,i
O=C(NCCCO)c1cc([N+](=O)[O-])cc2c1C=Cc1ccccc1O2,i,i,i,i,i,i,-0.8,i,i,i,i
CC(=O)Nc1ccc(Nc2nc(-c3sc(NC(C)=O)nc3C)cs2)cc1,i,i,i,i,i,i,-5.8,i,i,i,i
S=C1NCN(Cc2cccnc2)CN1Cc1ccccc1,i,i,i,i,i,i,-7.0,i,i,i,i
O=C(CN(c1ccc(F)cc1)S(=O)(=O)c1ccccc1)Nc1ccccc1C(=O)O,i,i,i,i,i,i,-8.9,i,i,i,i
CCN=C1SC(CC(=O)NC2CCCCC2)C(=O)N1CC (centres undefined),i,i,i,i,i,i,-20.5,i,i,i,i
COc1ccc(NC(=O)CC(c2ccc(F)cc2)c2ccc(OC)cc2)cc1 (centres undefined),i,i,i,i,i,i,-1.2,i,i,i,i
CNC(=O)COC(=O)/C=C/c1cn(-c2ccccc2)nc1-c1ccc2c(c1)OCCO2,i,i,i,i,i,i,-11.3,i,i,i,i
Cc1cc2cc(CN3C(=O)c4ccccc4C3=O)ccc2n1C,i,i,i,i,i,i,-9.6,i,i,i,i
C=CCc1cc(OC)ccc1OCCON1C(=O)CCC1=O,i,i,i,i,i,i,-4.8,i,i,i,i
Cc1cc(/C=C2/NC(=O)NC2=O)c(C)n1-c1sc2c(c1C#N)CCCC2,i,i,i,i,i,i,-17.0,i,i,i,i
O=C(NC1CCN(Cc2ccccc2)CC1)c1cccc(OC(F)F)c1,i,i,i,i,i,i,-4.9,i,i,i,i
O=c1c2[nH]c3ccc(F)cc3c2nc2n1CCS2,i,i,i,i,i,i,-8.0,i,i,i,i
CCN(CCCNC(=O)C1CCN(S(=O)(=O)c2cnc[nH]2)CC1)c1cccc(C)c1,i,i,i,i,i,i,-6.8,i,i,i,i
O=C(NCc1ccc(Cl)c(Cl)c1)C1CCCC1,i,i,i,i,i,i,-10.2,i,i,i,i

(list continues)
SMILES,ANO1 block,RGS4 pot,MrgX1 ag,RGS4 block,KCNQ1 block,KCNQ1 pot,hERG protect,MrgX1 allo act,KCNK3 inh,TMEM16A act,KCNK9 block
O=C(CN(Cc1ccccc1)C(=O)c1csnn1)NCCc1ccccc1,i,i,i,i,i,i,-5.6,i,i,i,i
CCCNS(=O)(=O)c1ccc(OCC(=O)NCCC2=CCCCC2)cc1,i,i,i,i,i,i,-3.0,i,i,i,i
O=C(/C(=C(\O)c1ccccc1)c1nc2ccccc2[nH]1)c1ccccc1,i,i,i,i,i,i,-7.0,i,i,i,i
Cc1ccc(OCC(=O)N2CCN(C3=NS(=O)(=O)c4ccccc43)CC2)cc1,i,i,i,i,i,i,-11.5,i,i,i,i
